D2 PAM = HTS Assay for Positive Allosteric Modulators of the Human D2 Dopamine Receptor: Primary Screen for Potentiators | HEK293 T-REx D2, calcium flux, EC20 dopamine potentiation | potentiation, % at 10 µM | 340,000 tested, 0.34% active | AID 485347, 2010;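 active means potentiation over 3 SD above the plate norm, cut at about 30% in these data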; further: 0% is about no effect
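Calcium flux readout, no-wash dye, 1 read/s. Inducible HEK293 Trex D2 line, overnight 30 C. Compound alone 180 s (agonist flags), then EC20 dopamine, another 180 s to score potentiation.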
D2 agonist = HTS Assay for Allosteric Agonists of the Human D2 Dopamine Receptor: Primary Screen for Agonists; D(2) dopamine receptor (Homo sapiens), P14416; HEK293 T-REx D2 cells, calcium flux agonist mode; activation, % at 2 µM; 340,000 tested, 0.53% active; AID 485358, 2010;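 active means activation over 3 SD above normal in the single-dose calcium agonist read, cut at about 30% in these data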; further: 0% is about no effect
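Calcium-flux readout, 1 cycle/sec over 180 s following compound pin transfer, in inducible HEK293 Trex D2 cells (force-coupled); dopamine controls included. Positive calcium responses during this window marked compounds as potential agonists.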
D2 antag = HTS Assay for Allosteric Antagonists of the Human D2 Dopamine Receptor: Primary Screen for Antagonists; 340,000 tested, 2% active; HEK293 TREx D2 cells, calcium flux, dopamine EC80; inhibition, % at 10 µM; D(2) dopamine receptor (Homo sapiens), P14416; in the data active means inhibition above about 30%; further: 0% is about no effect
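Calcium mobilization kinetics were recorded at 1 s intervals in tetracycline-induced HEK293 T-REx D2 cells, first for 180 s after compound addition and then 180 s after EC80 dopamine.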
TRHR enhancer = qHTS for Small Molecule Agonists and Allosteric Enhancers of Human TRH Receptor: Primary Screen for Enhancers. Thyrotropin-releasing hormone receptor (Homo sapiens), P34981. TRHR cells, fluo-8 calcium fluorescence, EC20 TRH enhancement. enhancement, % at 2 µM. 360,000 tested, 0.66% active; in the data active means enhancement above about 30%; further: 0% is about no effect
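Enhancer read-out: after compound pinning and an initial kinetic agonist-mode read, an EC20 of TRH (10 nM final) was injected and fluo-8 calcium signal (Ex 480/Em 530) followed at 1 s/cycle for 100 cycles in TRHR-expressing cells.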
TRHR agonist = qHTS for Small Molecule Agonists and Allosteric Enhancers of Human TRH Receptor: Primary Screen for Agonists | Thyrotropin-releasing hormone receptor (Homo sapiens), P34981 | TRHR cells, calcium flux fluo-8, FDSS agonist mode | activation, % at 2 µM | 360,000 tested, 0.18% active; further: 0% is about no effect
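In this calcium-flux screen, cells bearing human TRHR are dye-loaded with fluo-8, baselined for 10 cycles, then exposed to library compounds; positive kinetic calcium responses during the agonist phase mark hits, with TRH as control.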
RXFP1 antag = qHTS Assay for Antagonists of the Relaxin Receptor RXFP1; activity change, negative = inhibition, % at 57.5 µM; HEK293-RXFP1, relaxin-stimulated cAMP HTRF, 30 min; active compounds read low; Relaxin receptor 1 (Homo sapiens), Q9HBX9; AID 1259400, 2018; 350,000 tested, 0.59% active;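 active means activity change of -60% or lower, but not beyond a set lower limit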; further: on the % scale 0 is the no-effect control and ±100 the full control effect
Target sequence (Q9HBX9 whole entry, looked up): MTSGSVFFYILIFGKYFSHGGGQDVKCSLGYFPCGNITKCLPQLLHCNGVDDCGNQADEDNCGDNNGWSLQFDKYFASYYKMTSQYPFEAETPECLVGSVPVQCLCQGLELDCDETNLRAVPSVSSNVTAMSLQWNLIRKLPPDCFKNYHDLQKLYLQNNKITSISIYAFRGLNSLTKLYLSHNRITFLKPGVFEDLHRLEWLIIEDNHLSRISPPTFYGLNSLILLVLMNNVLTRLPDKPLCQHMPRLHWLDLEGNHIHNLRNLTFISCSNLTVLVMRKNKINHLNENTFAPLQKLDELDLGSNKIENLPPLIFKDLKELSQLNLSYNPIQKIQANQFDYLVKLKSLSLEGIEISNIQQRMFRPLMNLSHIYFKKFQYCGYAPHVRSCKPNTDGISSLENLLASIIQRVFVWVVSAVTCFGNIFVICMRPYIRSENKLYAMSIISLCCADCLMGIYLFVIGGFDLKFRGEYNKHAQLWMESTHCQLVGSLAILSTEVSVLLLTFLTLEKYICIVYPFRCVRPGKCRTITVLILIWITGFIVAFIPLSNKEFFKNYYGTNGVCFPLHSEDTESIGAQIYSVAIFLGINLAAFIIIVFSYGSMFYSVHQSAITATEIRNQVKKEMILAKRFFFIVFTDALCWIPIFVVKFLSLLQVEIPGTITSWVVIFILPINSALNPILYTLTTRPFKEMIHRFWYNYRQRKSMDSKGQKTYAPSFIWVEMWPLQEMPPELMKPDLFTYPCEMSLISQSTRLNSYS
D1 agonist = Allosteric Agonists of the Human D1 Dopamine Receptor: qHTS; D(1A) dopamine receptor (Homo sapiens), P21728; HEK293 T-REx D1 cells, calcium flux, agonist mode; activation, % at 2 µM; 360,000 tested, 1% active; AID 504660, 2011; further: 0% is about no effect
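Tetracycline-induced HEK293 TREx D1 cells, force-coupled to calcium signalling, were dye-loaded with a no-wash calcium kit. Compound was pin-added after a 10 s baseline. Fluorescence was read kinetically at 1 cycle/s for 180 s, with calcium rises flagged as agonism.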
D1 antagonist = Antagonist of Human D 1 Dopamine Receptor: qHTS | D(1A) dopamine receptor (Homo sapiens), P21728 | HEK293 TREx D1 cells, calcium flux, dopamine EC80; active compounds read low | 360,000 tested, 3.2% active | activity change, negative = inhibition, % at 10 µM; in the data active means activity change below about -30%; further: on the % scale 0 is the no-effect control and ±100 the full control effect
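Allosteric or orthosteric antagonism assessed as attenuation of the calcium response to EC80 dopamine, added 180 s after compound, in induced HEK293 Trex D1 cells loaded with no-wash calcium dye.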
D1 potentiator = Potentiators of Human D1 Dopamine Receptor: qHTS; D(1A) dopamine receptor (Homo sapiens), P21728; HEK293 TREx D1 cells, calcium flux, dopamine EC20 potentiation; potentiation, % at 10 µM; 360,000 tested, 0.036% active; in the data active means potentiation above about 30%; further: 0% is about no effect
Starred values were filed as active, the others as inactive; / = no result given. Unless noted, no stated cut-off is given here; in the data, active means activation above about 30%; inactive means the rest. Not a hit list; 7.1% or so of the library scored in one or more.

mol	D2 PAM	D2 agonist	D2 antag	TRHR enhancer	TRHR agonist	RXFP1 antag	D1 agonist	D1 antagonist	D1 potentiator
COc1cccc(C2(c3cccc(OC)c3)CC2C(=O)Nc2ccc(F)cc2)c1 (stereo not drawn)	-5	-0.7	-14	-15	0.7	-13	5	-9	-11
O=C(CCCc1nc(-c2ccccc2Cl)no1)N1CCOCC1	9	0.5	-6	1	-0.2	1	-2	/	-3
O=C(CC(c1ccccc1)c1ccccc1)Nc1ccc(Cl)cn1	-8	0.9	5	-7	2.4	-21	8	-6	-3
O=C(NC(=S)N(Cc1ccccc1)Cc1ccccc1)C1CCCCC1	-1	-0.4	16	-1	-0.8	-20	5	4	-2
Cc1ccc2nc(Nc3ccc(Cl)cc3)c3nncn3c2c1	4	1.1	10	1	1.8	2	2	4	-11
CCOc1ccc(N2CC(C(=O)NCCc3c[nH]c4ccc(OC)cc34)CC2=O)cc1 (stereo not drawn)	-9	-0.6	11	1	0.3	-4	-2	-29	7
O=C(CCc1ccccc1)NCc1ccc2c(c1)CCN2C(=O)c1ccccc1	6	0.4	/	-2	-1.0	-10	1	-8	-3
Cc1cc(=O)oc2cc(OCC(=O)Nc3ccc(N4CCC(C)CC4)cc3)ccc12	-2	-0.9	2	2	-1.4	2	-1	-9	-4
C=CCc1cccc(/C=N/NC(=O)CNc2ccccc2OC)c1O	-6	-0.7	0	3	-0.5	1	-2	16	-10
CCOC(=O)C1=NN(C(=O)c2ccc(C)cc2)C(O)(c2ccc(Cl)cc2)C1 (stereo not drawn)	-3	31*	22	-2	49*	-27	158*	-28	3
Clc1ccc(CNc2nc(N3CCOCC3)nc(N3CCOCC3)n2)cc1	-9	-0.8	2	0	1.0	-4	5	13	0
O=C(CCn1c(=S)[nH]c2ccccc2c1=O)NCC1CCCO1 (stereo not drawn)	/	1.9	-5	3	1.3	-19	0	-2	-2
COc1cccc(N2CC(NS(=O)(=O)c3ccc4ccccc4c3)CC2=O)c1 (stereo not drawn)	13	-0.5	-13	0	-0.4	-1	31*	-21	-3
COc1ccc(NC(=O)CN2C(=O)NC(C)(C3CC3)C2=O)c(OC)c1 (stereo not drawn)	6	0.0	-7	3	0.9	12	-1	-25	2
O=C(O)/C(=C/c1ccco1)NC(=O)c1ccc(Br)o1	-1	0.5	2	7	0.6	-8	5	6	3
O=C(NCC(c1cccnc1)N1CCN(c2ccccc2F)CC1)c1ccco1 (stereo not drawn)	0	6.1	-3	-4	-0.3	-3	0	-7	2
CCOc1ccc(-n2c(C)c(C(=O)OC)c3cc(O)ccc32)cc1	0	-0.1	9	-1	-0.3	-9	1	7	4
Cc1ccc(S(=O)(=O)N2CCc3cc(C(=O)Nc4c(F)cccc4F)ccc32)cc1	-3	0.0	/	0	1.3	-1	3	0	-1
COc1ccc(C(=O)N2CCC3(CC2)NCCc2[nH]cnc23)cc1	4	0.2	20	-1	1.4	6	1	2	4
Cc1nn(CC(=O)N2CCN(c3cccc(Cl)c3)CC2)c(=O)c2c1sc1ccccc12	-5	0.1	/	-1	-0.3	-13	5	0	-1

Of the compounds above, 3 have an NH in an aromatic ring.
mol	D2 PAM	D2 agonist	D2 antag	TRHR enhancer	TRHR agonist	RXFP1 antag	D1 agonist	D1 antagonist	D1 potentiator
CCOc1ccc(N2CC(C(=O)NCCc3c[nH]c4ccc(OC)cc34)CC2=O)cc1 (stereo not drawn)	-9	-0.6	11	1	0.3	-4	-2	-29	7
O=C(CCn1c(=S)[nH]c2ccccc2c1=O)NCC1CCCO1 (stereo not drawn)	/	1.9	-5	3	1.3	-19	0	-2	-2
COc1ccc(C(=O)N2CCC3(CC2)NCCc2[nH]cnc23)cc1	4	0.2	20	-1	1.4	6	1	2	4

The list goes on:
mol	D2 PAM	D2 agonist	D2 antag	TRHR enhancer	TRHR agonist	RXFP1 antag	D1 agonist	D1 antagonist	D1 potentiator
CCC(OC(=O)CNS(=O)(=O)c1ccccc1)C(=O)c1ccccc1 (stereo not drawn)	22	-0.8	-1	3	-1.2	-29	2	-2	2
Cc1ccc(S(=O)(=O)N2CCN(C(=O)CC(C)(C)C)CC2)cc1	1	1.5	5	-8	-0.9	-21	1	-3	-2
CCCOc1ccc(-c2nnn(CC(=O)N3CCCCC3)n2)cc1	-4	-0.6	1	7	0.4	-2	4	0	3
Cc1nnc(N2CCN(C(=O)Nc3cccc(C(F)(F)F)c3)CC2)c2nn(-c3ccccc3)c(C)c12	-6	-0.7	/	5	0.5	-19	3	5	-6
CCOc1cccc2sc(=NC(=O)CCS(=O)(=O)c3ccc(F)cc3)n(C)c12	-8	0.9	6	-5	-0.7	-13	1	0	-1
Cc1ccc(N=C2NC(=O)/C(=C/c3cn(C)c4ccccc34)S2)cc1C	-17	16	1	7	18	-1	54*	-99*	-2
COc1ccc(S(=O)(=O)N2CCCC2CNC(=O)C(=O)NCc2ccco2)cc1 (stereo not drawn)	-7	/	/	-1	-0.1	-6	2	-1	1
O=C(NCCc1ccccn1)c1cc(-c2ccc(Cl)c(Cl)c2Cl)nc2ccccc12	9	1.7	6	-16	0.8	0	8	6	2
CCOC(=O)C1CCN(S(=O)(=O)CCNC(=O)c2cccc(OC)c2)CC1	13	0.1	-21	4	0.2	3	2	-5	-3
CCn1ccc(C(=O)Nc2ccccc2Cl)n1	2	-2.8	1	0	-1.0	1	2	-1	-4
CCOC(=O)c1cnc(SCC(=O)c2ccc(C)cc2)nc1N	-6	/	/	-4	-0.1	0	-1	4	-5
CN(CC(=O)Nc1c(Cl)cccc1Cl)C(=O)CNC(=O)c1ccco1	-1	0.6	18	-1	0.1	1	3	3	/
COC(=O)C1CCN(C(c2cc(OC)c(OC)c(OC)c2)c2sc3nc(C)nn3c2O)CC1 (stereo not drawn)	0	0.0	-2	31*	-0.4	0	0	3	-10
CCC(C)N(C(=O)COc1ccc(-c2nnco2)cc1)C1CCS(=O)(=O)C1 (stereo not drawn)	8	0.2	4	4	-0.2	-11	3	-54*	-13
CC(=O)Nc1cccc(-c2cn3cccnc3n2)c1	10	-0.8	/	-3	0.3	3	-1	-3	-3
COc1ccc([N+](=O)[O-])cc1N(CC(=O)Nc1ccccc1C(=O)NC(C)C)S(C)(=O)=O	1	-0.2	2	12	-0.4	25	3	-4	6
O=C(NNC(=O)c1ccccc1Br)c1ccccc1Cl	2	0.0	2	-2	0.6	15	4	20	0
O=C(Nc1ccc(S(=O)(=O)N2CCCC2)cc1)c1cccc(OC(F)F)c1	/	/	/	1	-0.5	-5	4	-17	-2
CCOC(=O)C1=C(CS(=O)(=O)c2ccc(F)cc2)NC(=O)NC1c1cc(OC)c(O)c(OC)c1 (stereo not drawn)	7	1.0	2	-1	0.7	-4	3	-18	-9
CN(C(=O)COC(=O)CNC(=O)c1ccccc1F)C1CCCCC1	12	-0.8	19	4	-0.1	-8	2	-8	-2

Single values from above.
For D2 PAM, CCC(C)N(C(=O)COc1ccc(-c2nnco2)cc1)C1CCS(=O)(=O)C1 (stereo not drawn) is listed with 8
For D2 PAM, CN(C(=O)COC(=O)CNC(=O)c1ccccc1F)C1CCCCC1 is listed with 12

Carrying on:
mol	D2 PAM	D2 agonist	D2 antag	TRHR enhancer	TRHR agonist	RXFP1 antag	D1 agonist	D1 antagonist	D1 potentiator
Cc1nnc(Nc2ccc(C(=O)O)cc2)[nH]c1=O	-4	3.1	2	-6	-0.2	9	4	27	10
FC(F)(F)c1ccc(CSc2ccccn2)cc1	-6	-0.9	-13	-8	0.5	-19	1	-1	-8
CN(C(=O)CSc1ncnc2sccc12)c1c(N)n(Cc2ccccc2)c(=O)[nH]c1=O	8	0.3	-3	-1	-0.1	2	-1	2	-1
COc1cc(C(=O)OCC(=O)NCCC2=CCCCC2)ccc1OCC(C)C	1	0.2	-7	-4	0.8	-14	2	-9	6
COc1ccc(/C=N/NC(=O)c2ccc(Cn3cc([N+](=O)[O-])cn3)o2)cc1O	-1	1.5	-16	1	0.0	-6	1	-13	1
Cc1ccccc1NN=Nc1nc2c([nH]1)c(=O)n(C)c(=O)n2C	-4	-1.0	2	-4	1.5	14	1	-12	-7
O=C(Nc1cccnc1)c1cccc(NC(=O)c2ccco2)c1	1	0.8	-17	-2	0.4	-5	5	-5	-2
N#Cc1cnn2c(-c3cccc(C(F)(F)F)c3)ccnc12	/	/	/	6	-0.1	1	3	-14	-1
CC1=CCC2C(=O)N(c3ccc(C(=O)Nc4ccccc4Cl)cc3)C(=O)C2C1 (stereo not drawn)	-10	1.1	2	-2	-0.2	-3	4	-1	0
COCCN(C(=O)COC(=O)c1cc2c(s1)CCCC2)c1c(N)n(Cc2ccccc2)c(=O)[nH]c1=O	3	0.4	1	-5	-0.1	-17	-2	3	-5
CCC(=O)NC(=S)Nc1ccc(N2CCOCC2)cc1	14	-0.1	-14	9	-0.9	3	4	2	-3
Cc1ccc(NC(=O)Nc2cnccn2)c(C)c1	16	-0.6	7	-5	-0.6	19	0	4	1
COc1cc(CN2CCN(Cc3ccc4cc(F)ccc4n3)CC2CCO)cc(OC)c1 (stereo not drawn)	-4	0.0	-4	0	-0.2	6	1	1	3
COCC(=O)n1cc(C(=O)OC)c2ccccc21	3	0.1	-2	9	-0.1	-3	-1	-3	-6
Cc1cccc(C)c1NC(=O)CNC(=O)C(NC(=O)c1ccc(C(C)(C)C)cc1)C(C)C (stereo not drawn)	-5	-0.2	-3	-4	-0.5	-7	3	2	11
O=C(CC1SC(=Nc2ccc(OC(F)F)cc2)N(CCN2CCOCC2)C1=O)Nc1ccccc1 (stereo not drawn)	16	0.9	-25	2	2.4	-4	8	-16	-7
Cc1cccc(NC(=O)C2CCCN2S(=O)(=O)c2ccc(F)cc2)c1C (stereo not drawn)	0	2.5	15	-2	-0.5	0	1	-17	0
COc1ccc(NC(=O)COC(=O)Cc2cccs2)cc1OC	-7	-1.7	-2	-3	-0.2	3	0	6	-9
CCCCOC(=O)Nc1ccc(N2CCOCC2)cc1	-8	-0.6	-1	0	0.3	1	-1	1	0
Cc1ccc(C)c(S(=O)(=O)c2nnn3c2nc(NC2CCCCC2)c2sccc23)c1	-6	-0.3	/	4	-0.1	-32	4	-16	-7

High-throughput results deposited in PubChem BioAssay by National Center for Advancing Translational Sciences (NCATS).
